TcdB GH inh = TcdB glycohydrolase inhibitors, primary screen, biochemical, single point, plate reader. Toxin B (Clostridioides difficile), P18177. TcdB glycohydrolase enzymatic assay. inhibition, % at 9.99 µM. hit rate 0.24% among 350,000. AID 652162, 2013; in the data active = inhibition above about 10%
CCHFV vOTU inh = CCHFV vOTU protease inhibitors, primary screen, biochemical, Pep-AMC substrate, fluorescence. inhibition, % at 11.5 µM. Crimean-Congo hemorrhagic fever virus L polyprotein viral ovarian tumor (vOTU) protease …. AID 651958, 2012. hit rate 0.55% among 370,000; in the data active = inhibition above about 30%; note: 0% = vehicle wells with enzyme and 100% = no enzyme wells
SSB-PriA inh = inhibitors of Klebsiella pneumoniae PriA binding to SSB C-terminal tail, primary screen, biochemical, AlphaScreen; PriA–SSB C-terminal tail interaction (Klebsiella pneumoniae); hit rate 0.6% among 430,000; AID 1272365, 2023; AlphaScreen SSBct-PriA binding, biotinylated peptide; inhibition, % at 33 µM; in the data active = inhibition mostly above about 37%, no sharp cut-off; inactive = mostly below about 20%;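 note: plate controls were negative control peptide for no effect and reference peptide for full effect; strong numbers were not always called active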
BoNT A protease = BoNT/A light chain protease inhibitors, primary screen, biochemical, flow cytometry, MLPCN library; Botulinum neurotoxin type A light chain protease (Clostridium botulinum A str. ATCC 3502); multiplex microsphere protease substrate cleavage; inhibition, % at 10 µM; hit rate 0.17% among 360,000; note: plate controls were buffer without enzyme for full effect and enzyme alone for no effect
DUSP3 inh = VHR1 phosphatase inhibitors, primary screen, biochemical, absorbance, uHTS. recombinant VHR phosphatase, pNPP absorbance. inhibition, % at 13.3 µM. hit rate 0.52% among 290,000; in the data active = inhibition above about 50%; note: some compounds called inactive have numbers as strong as hits
Target sequence (P51452 whole entry, looked up): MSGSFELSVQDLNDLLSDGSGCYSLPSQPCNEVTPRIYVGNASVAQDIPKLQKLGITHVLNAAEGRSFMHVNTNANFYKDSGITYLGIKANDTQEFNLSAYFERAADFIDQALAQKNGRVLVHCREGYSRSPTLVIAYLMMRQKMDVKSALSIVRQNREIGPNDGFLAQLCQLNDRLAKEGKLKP
SARS 3CLpro inh = SARS-CoV 3CLpro protease inhibitors, primary screen, biochemical, quenched FRET; Replicase polyprotein 1ab (Severe acute respiratory syndrome coronavirus), P0C6X7; inhibition, % at 6 µM; recombinant SARS-CoV 3CLpro, quenched FRET peptide cleavage; AID 1706, 2009; hit rate 0.14% among 290,000; in the data active = inhibition above about 12%
Vc quorum ag = inducers of Vibrio cholerae quorum light production without autoinducers, primary screen, BH1578 luxS cqsA deficient, single point. V. cholerae BH1578 lux reporter, luminescence, 6 h. activation, % at 18.7 µM. hit rate 0.16% among 350,000. AID 588436, 2011; in the data active = activation mostly above about 9.7%, no sharp cut-off; note: not every result past the cut was called active; inactives centre near 0; reference of the scale not given here
Yp Topo-I inh = Yersinia pestis topoisomerase I inhibitors, primary screen, biochemical, cleavage product accumulation, plate reader, single point | DNA topoisomerase I (Yersinia pestis CO92) | Y. pestis Topo-I cleavage product accumulation | activity, % at 10 µM | hit rate 0.064% among 360,000; in the data active = activity above about 50%, passing the limit was not always enough; note: inactives centre near 2
PfHsp40 rescue = rescue of yeast from PfHsp40 toxicity, primary screen, S. cerevisiae, ATP luminescence; S. cerevisiae expressing PfHsp40, growth rescue; growth rescue, % at 12.5 µM; hit rate 0.68% among 340,000; in the data active = growth rescue above about 28%, passing the limit was not always enough;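 note: yeast W303a lacking pdr1 and pdr3 grown in galactose medium; growth measured after three days at 30 °C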
Anthrax LF inh2 = Bacillus anthracis LF protease inhibitors, primary screen, biochemical, multiplex microsphere, MLPCN library; hit rate 0.12% among 360,000; AID 588501, 2011; Lethal factor (Bacillus anthracis), P15917; inhibition, % at 10 µM; multiplex microsphere protease cleavage assay; note: plate controls were buffer without enzyme for full effect and enzyme alone for no effect
Target sequence (P15917 whole entry, looked up): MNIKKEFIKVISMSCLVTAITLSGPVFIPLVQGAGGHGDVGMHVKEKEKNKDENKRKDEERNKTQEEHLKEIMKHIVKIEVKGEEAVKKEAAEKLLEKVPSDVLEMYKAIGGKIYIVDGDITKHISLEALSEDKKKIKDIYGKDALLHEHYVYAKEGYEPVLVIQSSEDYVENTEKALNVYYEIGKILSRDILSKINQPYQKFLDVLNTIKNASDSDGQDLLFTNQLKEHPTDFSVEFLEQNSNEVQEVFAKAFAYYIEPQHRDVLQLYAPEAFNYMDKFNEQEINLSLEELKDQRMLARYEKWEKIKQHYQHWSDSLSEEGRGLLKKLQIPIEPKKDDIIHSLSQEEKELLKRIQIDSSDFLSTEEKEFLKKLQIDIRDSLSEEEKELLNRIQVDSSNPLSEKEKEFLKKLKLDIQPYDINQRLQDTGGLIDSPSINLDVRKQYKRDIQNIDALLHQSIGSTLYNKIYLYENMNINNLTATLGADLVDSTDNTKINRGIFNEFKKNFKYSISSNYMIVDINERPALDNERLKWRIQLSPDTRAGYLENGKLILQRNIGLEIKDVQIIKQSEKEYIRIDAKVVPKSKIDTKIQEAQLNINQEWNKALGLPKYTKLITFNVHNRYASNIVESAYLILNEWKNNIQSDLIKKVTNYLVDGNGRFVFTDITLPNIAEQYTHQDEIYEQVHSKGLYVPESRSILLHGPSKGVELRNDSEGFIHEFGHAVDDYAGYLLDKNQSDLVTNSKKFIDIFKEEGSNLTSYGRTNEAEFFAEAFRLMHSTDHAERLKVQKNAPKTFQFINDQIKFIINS
An asterisk follows results filed as active; i = inactive; nt = not tested or not shown. Cut-off read from the data, not from the text of the source, unless noted: active = inhibition above about 30%; inconclusive = no clear call, values can overlap the other calls; inactive = below that. A portion of the library; count on the stated rates, not on these rows.

SMILES	TcdB GH inh	CCHFV vOTU inh	SSB-PriA inh	BoNT A protease	DUSP3 inh	SARS 3CLpro inh	Vc quorum ag	Yp Topo-I inh	PfHsp40 rescue	Anthrax LF inh2
Cc1c(Cl)c(C(=O)NNC(=S)Nc2ccc(F)cc2)nn1C	0.5	6	6	-0.6	44	0	-0.4	1	0.9	0
O=C(/C(=C(\[O-])c1ccccc1)[n+]1ccc2ccccc2c1)c1ccccc1	nt	14	12	10	2	4	-0.6	7	1.1	2
COc1ccccc1N1CCN(C(=O)c2ccc(COc3cccc4c3OC(C)(C)C4)cc2)CC1	0.1	9	3	-2.0	nt	nt	i	28	0.1	3
O=C1CN(CC(=O)NC2CCCc3ccccc32)CCN1 (stereo not given)	-0.5	18	-18	-0.8	nt	0	-1.2	-4	0.9	-4
COc1cc(CNC2CCCC2)cc(Cl)c1OCc1ccc(F)cc1	nt	2	3	-0.7	2	2	i	-6	-1.2	-9
CN(C)c1cccc(C(=O)OCC(=O)NCC2CCCO2)c1 (stereo not given)	nt	2	7	-0.5	-4	3	0.9	4	0.2	-11
O=C(CSc1cccc(C(F)(F)F)c1)NCc1ccccc1	0.8	4	-22	1.0	2	2	1.2	4	1.0	1
COc1cc(-c2nc3c[n+](CC(=O)c4ccccc4)ccc3n2C)cc(OC)c1OC	nt	1	-9	0.6	17	-3	-0.3	2	-0.5	3
C=Cn1ccnc1P(=S)(c1ccn(C)c1)c1nccn1C=C	-0.4	-2	2	0.4	39	0	i	-1	-2.1	-8
O=S(=O)(c1ccccc1)N1CCN=C1SCc1c(F)cccc1Cl	2.7	15	-10	-2.9	2	-1	-0.6	24	5.7	-2
O=C(NCc1ccc(-n2cccc2)cc1)c1cccc(F)c1	0.4	-1	11	0.3	-6	7	2.7	-12	1.2	-1
O=C(Nc1ccc(Br)cc1)c1cccc(S(=O)(=O)Nc2ccccn2)c1	-0.6	-6	-5	-1.8	-2	-1	0.4	2	1.4	-2
O=C(CCN1C(=O)/C(=C/c2ccccc2)SC1=S)NCCc1ccc(O)cc1	nt	nt	-4	0.2	11	-3	-6.7	12	0.8	-3
O=C(CN(C(=O)CCC(=O)Nc1nccs1)c1ccc2c(c1)OCCO2)NCc1ccco1	nt	13	-13	-0.2	14	3	i	3	0.5	1
CC(C)Nc1oc(-c2cccc3ccccc23)nc1C#N	nt	-279	-14	-1.2	1	-6	-3.7	10	-0.6	-6
COc1ccc(C(=O)NCCN2CCCC2)cc1[N+](=O)[O-]	0.9	12	-8	-3.3	40	2	0.4	3	-1.4	-20
COCCOC(=O)C1=C(C)OC(N)=C(C#N)C1c1cc2cccc(C)c2nc1Cl (stereo not given)	-15	-6	14	-0.7	27	5	i	8	0.9	6
CCOc1ccc(Br)cc1S(=O)(=O)NCc1ccncc1	1.3	2	-10	-1.4	18	-4	-0.2	-6	0.4	-6
COCCOC(=O)C1=C(N)Oc2c(c(=O)oc3ccccc23)[C@@]12C(=O)Nc1ccccc12	nt	2	6	0.0	36	nt	-0.3	1	0.0	-5
COc1ccc(NC(=O)c2cccc(-n3cnnn3)c2)cc1	nt	14	-7	-1.0	-20	1	nt	-9	-0.7	11
CCN(CC(=O)Nc1c(F)cccc1F)C(=O)CCSc1ccc(C)cc1	2.9	0	-10	1.1	nt	nt	-14	-6	0.5	-2
Cc1ccc(NC(=O)CN2C(=O)S/C(=C\c3ccc(C(=O)O)cc3)C2=O)cc1	0.8	1	-13	-0.8	14	3	-0.8	0	-0.7	0
O=C(Nc1ccc2c(c1)OCO2)N1CCN(c2ncc(C(F)(F)F)cc2Cl)CC1	nt	7	-17	-0.3	16	0	5.0	5	0.4	-2
Cc1ccc(N2CC(c3nc4ccccc4n3C)CC2=O)cc1C (stereo not given)	3.9	2	-5	-0.2	26	-4	-3.1	16	1.9	-4
CN1CCN(Cc2c(O)ccc3c(=O)c(Oc4ccccc4Cl)c(C(F)(F)F)oc23)CC1	1.1	-2	-5	-0.9	19	5	-0.2	-13	-0.7	-6
SMILES	TcdB GH inh	CCHFV vOTU inh	SSB-PriA inh	BoNT A protease	DUSP3 inh	SARS 3CLpro inh	Vc quorum ag	Yp Topo-I inh	PfHsp40 rescue	Anthrax LF inh2
CC1(C)CC(NC(=O)C(c2ccccc2)c2ccccc2)CC(C)(C)N1	-0.8	-12	-23	-3.0	89	2	-0.7	-16	0.6	7
O=C(CC(C(=O)O)c1ccc(Cl)cc1)c1ccccc1 (stereo not given)	0.7	-4	-12	0.1	-3	3	-0.5	3	-0.2	0
CC(C)N(Cc1ccccc1)C(=O)COC(=O)CCC(=O)c1ccc(F)cc1	-1.0	-3	2	0.0	nt	nt	-1.6	10	1.0	4
NC(=S)NN=Cc1nccc2ccccc12	-13	17	78*	0.1	nt	nt	i	8	94*	-5
Cc1ccc(CNC(=O)c2cn(C)c(=O)c3c2c2ccccc2n3C)o1	nt	-21	-13	-1.7	20	0	i	11	-0.1	-18
COC(=O)c1c(C)oc2ccc(N(C(=O)c3ccncc3)S(=O)(=O)c3ccc4ccccc4c3)cc12	nt	-6	-19	-1.1	42	0	0.3	25	2.9	0
CN(C)CCN(C(=O)CN1C(=O)c2ccccc2C1=O)c1nc2cc3c(cc2s1)OCCO3	0.7	0	3	1.0	nt	nt	-1.8	6	-2.2	1
O=C(CN1C(=O)S/C(=C\c2ccc(Cl)cc2)C1=O)NNC(=O)c1ccccc1O	nt	16	-6	-1.3	-12	2	-0.6	-3	2.6	0
CCCCCCCC(=O)N/N=C/c1ccco1	nt	-16	nt	0.7	11	5	i	-1	1.3	10
CN(C)c1nc(NCc2ccccc2)nc(N/N=C/c2ccc(Cl)cc2Cl)n1	nt	-8	nt	1.5	23	0	1.6	2	1.0	-3
CC(=O)c1cccc(OCC(=O)N2CCN(c3ccc(C(F)(F)F)cn3)CC2)c1	0.2	-1	-6	-1.5	26	-1	-1.5	-1	0.2	-12
C[C@]12CCC(=O)C[C@@H]1CC[C@@H]1[C@@H]2CC[C@]2(C)C=CC[C@@H]12	1.2	6	-14	-0.8	21	1	8.3	2	0.2	-10
CCOc1cc(/C=N/NC(=O)CCn2nc(C)cc2C)ccc1O	-5.7	6	nt	-0.4	9	2	i	0	-0.3	-3
COc1ccc(S(=O)(=O)Nc2ccc3oc(C)c(C(C)=O)c3c2)cc1	nt	11	-8	0.6	3	5	-2.1	4	0.7	-3
COc1ccc(NC(=O)[C@H](NC(=O)[C@@H]2Cc3ccccc3CN2)c2ccccc2)cc1	1.5	16	11	0.7	2	-3	i	6	0.7	-1
C/C(=N/NC(=O)Cc1cccs1)c1ccco1	0.2	-9	nt	-0.3	-8	-6	-0.2	-1	-0.9	-1
CCN(CC)c1ccc(C(=O)OCC(=O)N2CCN(c3ccccc3)CC2)cc1	nt	1	-14	0.8	0	-10	nt	7	-0.6	2
CC(C)(C)N(Cc1ccccc1)C(=O)COC(=O)c1ccc(Br)o1	1.4	7	-10	-0.1	nt	nt	i	-2	0.5	6
Cc1c(NS(=O)(=O)c2ccccc2)cc(Cl)c(O)c1C	nt	4	-5	-1.1	2	-4	-0.3	-5	3.1	-1
CCn1cc(C(=O)N2CCc3ccccc32)c(=O)c2cc(S(=O)(=O)N3CCCCCC3)ccc21	nt	-4	3	0.7	6	0	1.5	34	0.8	-3
CCOC(=O)c1cc(NC(=O)c2ccc(Cl)cc2)c(=O)oc1-c1ccccc1	nt	-4	-3	0.4	22	2	i	0	0.4	-3
COCCNCCOc1ccc(C(C)(C)c2ccccc2)cc1	2.0	-16	-9	0.5	-4	0	-0.1	7	0.1	2
CC(NC(=O)CN(C)Cc1cccc(F)c1)c1ccccc1 (stereo not given)	0.3	4	4	-2.1	0	-2	-1.3	3	-0.1	3
O=[N+]([O-])c1ccc(Cl)c(/C=N/Nc2nc(N3CCOCC3)nc(N3CCOCC3)n2)c1	nt	-12	nt	0.3	23	8	-3.1	-14	-0.8	0
Cc1nc(CN(C)C(=O)CC2C(=O)NCCN2Cc2ccc(-c3ccccc3)cc2)cs1 (stereo not given)	-1.1	-7	14	-5.2	5	-6	i	33	0.3	-2
SMILES	TcdB GH inh	CCHFV vOTU inh	SSB-PriA inh	BoNT A protease	DUSP3 inh	SARS 3CLpro inh	Vc quorum ag	Yp Topo-I inh	PfHsp40 rescue	Anthrax LF inh2
O=C(Nc1nnc(SCc2ccc(Cl)cc2)s1)c1ccco1	nt	9	-7	-1.2	-4	0	-2.2	0	9.2	-4
Cc1cc(C(=O)N2CCCC2C(=O)O)c(C)o1 (stereo not given)	nt	-2	-20	1.7	10	-2	-5.9	3	-0.1	-3
O=C(NC(=S)NCCN1CCOCC1)c1ccc(Cl)cc1	1.3	-2	9	5.5	-2	-14	-0.3	7	-2.3	1
O=C(O)c1ccc(S(=O)(=O)c2ccccc2C(=O)O)c([N+](=O)[O-])c1	0.0	9	0	-1.2	-2	-5	i	-1	-0.7	-12
COc1ccc(/C=C2\SC(=O)N(CC(=O)NNC(=O)c3ccccc3O)C2=O)cc1	0.1	16	7	0.2	-8	-3	-0.2	-3	-0.4	-2
CCOc1ccc(N/C(N)=N/c2nc(CSc3nnnn3-c3ccccc3)cc(=O)[nH]2)cc1	0.2	-2	nt	-0.3	21	3	-0.4	0	-1.0	0
COc1ncnc2c1oc1nc(C)c3c(c12)CC(C)(C)OC3	1.4	1	-5	0.2	-11	3	i	3	nt	5
CCOC(=O)c1[nH]c2ccccc2c1N=CN(CC)CC	nt	2	-10	-0.2	13	-2	i	1	-0.1	-5
CN(CCOC(=O)c1cccc(Br)c1)C(C)(C)C	nt	6	-37	0.5	-2	3	i	-6	0.9	2
O=C(CN(CC1CCCO1)C(=O)CNS(=O)(=O)c1ccc(F)cc1)NCC1CCCO1 (stereo not given)	-1.1	1	7	2.0	2	-3	i	-8	1.0	-5
O=C(O)c1cccc(Nc2ccncc2[N+](=O)[O-])c1	-7.1	30*	-7	0.9	nt	2	-0.9	-6	-1.1	-8
CC(C)C(=O)Nc1ccccc1-c1nc2ccccc2[nH]c1=O	-0.4	-13	3	0.1	13	-2	i	-5	-1.5	12
COc1cccc(C(CNc2ccc(S(=O)(=O)N3CCN(C)CC3)cc2[N+](=O)[O-])N(C)C)c1 (stereo not given)	17*	-6	23	1.8	nt	nt	i	1	-0.1	2
Cc1ccc(-n2cc(CN3CCNC(=O)CC3)c(-c3ccc(F)cc3)n2)cc1	1.6	12	7	-0.8	21	2	i	17	-0.7	-4
O=C(Nc1ccncc1)C1CCN(S(=O)(=O)c2c(Cl)cccc2Cl)CC1	0.1	-3	-8	nt	nt	nt	-0.7	-5	-0.5	nt

One compound at a time (already shown). Order of values: TcdB GH inh	CCHFV vOTU inh	SSB-PriA inh	BoNT A protease	DUSP3 inh	SARS 3CLpro inh	Vc quorum ag	Yp Topo-I inh	PfHsp40 rescue	Anthrax LF inh2
O=C(Nc1ccncc1)C1CCN(S(=O)(=O)c2c(Cl)cccc2Cl)CC1 across the screens: 0.1	-3	-8	nt	nt	nt	-0.7	-5	-0.5	nt
O=C(NCc1ccc(-n2cccc2)cc1)c1cccc(F)c1 across the screens: 0.4	-1	11	0.3	-6	7	2.7	-12	1.2	-1
CCOC(=O)c1[nH]c2ccccc2c1N=CN(CC)CC across the screens: nt	2	-10	-0.2	13	-2	i	1	-0.1	-5

Bioassay records as filed in PubChem BioAssay.
